GLS inhibitor: blocks human kidney-isoform glutaminase activity; Potency, µM (top dose mostly 45.5 µM), without a hit: top-dose activity change, negative = inhibition, most hits filed as inhibitors; GLS enzymatic activity, qHTS titration; O94925; actives 0.21% (n = 410,000); note: % is set by controls: 0 for no effect and ±100 for the full control effect
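Enzyme dispensed in phosphate buffer (45 mM, pH 8.2, 0.02% Tween-20), compounds pinned in, then 1 mM L-glutamine solution and the glutamate oxidase–HRP–Amplex Red mix added; fluorescence read immediately and again after 30 min at room temperature.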
JMJD2A Tudor: blocks the human JMJD2A Tudor domain; O75164; AlphaScreen JMJD2A-Tudor / H3K4me3 peptide binding; Potency, µM (doses to about 114 µM), inactives show at the highest dose activity change, negative = inhibition, hits mostly inhibitors; actives 4.4% (n = 390,000); note: % is set by controls: 0 for no effect and ±100 for the full control effect; nearly all actives have a fitted effect of over 50% in size
Target sequence (O75164 whole entry, looked up, the tested form may be a part): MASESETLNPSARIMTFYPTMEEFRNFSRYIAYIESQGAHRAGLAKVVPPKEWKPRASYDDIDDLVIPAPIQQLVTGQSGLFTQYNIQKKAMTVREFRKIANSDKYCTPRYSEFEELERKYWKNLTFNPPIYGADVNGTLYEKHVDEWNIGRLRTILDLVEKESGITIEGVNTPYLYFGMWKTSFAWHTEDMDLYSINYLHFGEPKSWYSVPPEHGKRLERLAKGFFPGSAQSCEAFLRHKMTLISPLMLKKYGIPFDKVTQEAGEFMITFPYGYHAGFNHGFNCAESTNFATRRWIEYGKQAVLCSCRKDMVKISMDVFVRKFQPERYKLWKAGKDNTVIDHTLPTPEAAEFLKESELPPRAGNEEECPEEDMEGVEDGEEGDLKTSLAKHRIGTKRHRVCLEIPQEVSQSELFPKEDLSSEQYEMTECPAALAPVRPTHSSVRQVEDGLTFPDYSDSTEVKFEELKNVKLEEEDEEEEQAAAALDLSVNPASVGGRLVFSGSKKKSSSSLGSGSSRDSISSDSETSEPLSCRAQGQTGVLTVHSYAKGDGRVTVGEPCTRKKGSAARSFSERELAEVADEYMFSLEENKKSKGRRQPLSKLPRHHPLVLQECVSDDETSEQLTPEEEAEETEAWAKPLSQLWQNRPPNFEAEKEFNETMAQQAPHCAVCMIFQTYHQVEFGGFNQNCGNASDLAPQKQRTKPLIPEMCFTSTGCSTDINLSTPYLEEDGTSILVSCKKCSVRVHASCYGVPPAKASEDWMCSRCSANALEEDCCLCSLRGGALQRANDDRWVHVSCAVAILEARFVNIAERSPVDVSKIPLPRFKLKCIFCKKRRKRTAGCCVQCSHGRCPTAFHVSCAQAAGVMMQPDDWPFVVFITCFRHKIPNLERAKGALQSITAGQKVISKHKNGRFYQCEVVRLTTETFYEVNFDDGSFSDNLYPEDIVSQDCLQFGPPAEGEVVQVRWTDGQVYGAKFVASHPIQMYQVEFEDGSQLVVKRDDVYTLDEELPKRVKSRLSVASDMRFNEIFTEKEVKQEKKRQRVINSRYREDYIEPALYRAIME
BAZ2B inh: inhibitors of human BAZ2B bromodomain | Q9UIF8 | AID 504333 | AlphaScreen BAZ2B-H3K14Ac peptide displacement | actives 4.4% (n = 360,000) | Potency, µM (titrated, usually from 114 µM), without a hit: at the highest dose activity change, negative = inhibition, actives largely listed as inhibitors; note: % is set by controls: 0 for no effect and ±100 for the full control effect; nearly all actives have a fitted effect of over 60% in size
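Compounds, titrated to a top concentration of 110 uM, were incubated 30 min at room temperature with preformed BAZ2B/acetyl-K14 H3 peptide complex (50 nM each). Proximity signal was measured by AlphaScreen after 20 min with beads.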
BLM helicase inh: inhibitors of human Bloom syndrome helicase BLM; Potency, µM (doses to about 56.1 µM), without a hit: top-dose activity change, negative = inhibition, most hits filed as inhibitors; AID 2528; P54132; actives 0.2% (n = 350,000); recombinant BLM DNA unwinding, fluorescence dequenching;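 note: plate controls were vehicle for no effect and no enzyme for full effect; nearly all actives have a fitted effect of over 35% in size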
Pin1 inhibitor: human Pin1 inhibition | Q13526 | Pin1 FP peptide displacement, HiFluor488, 10 min | Potency, µM (titrated, usually from 115 µM), inactives show top-dose activity, negative = inhibition, actives largely listed as inhibitors | actives 0.009% (n = 390,000); active = well fitted inhibition curve with a large enough effect in the polarisation, with a control signal flat, not every such curve was filed as active; inconclusive = small, poorly fitted or top-dose-only effect, or effect the other way, or a change in a side signal; inactive = no such curve, though single readings can be large or run the other way; the % refers to the polarisation; note: % is set by controls: 0 for no effect and ±100 for the full control effect
PGK inhibitor: T. brucei PGK inhibition; P07378; PGK/GAPDH coupled, Kinase-Glo luminescence, 60 min; Potency, µM (doses to about 57.5 µM), for inactives: at the highest dose activity change, negative = inhibition, hits mostly inhibitors; actives 0.043% (n = 380,000); note: % is set by controls: 0 for no effect and ±100 for the full control effect; nearly all actives have a fitted effect of over 60% in size
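Recombinant glycosomal PGK reaction used 1,3-bisphosphoglycerate generated in-well by GAPDH (100nM final) in 100mM TEA pH 7.6, 5mM MgCl2, 0.01% Tween-20. After 60 minutes at room temperature, ATP was read by Kinase-Glo Plus luminescence end-point.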
HP1b binding inh: inhibitors of HP1-beta chromodomain binding to methylated histone tails. P83916. AlphaScreen HP1-beta / biotin-H3K9me3 peptide binding. Potency, µM (doses to about 114 µM), for the others: top-dose activity change, negative = inhibition, usual class: inhibitors. actives 0.56% (n = 390,000); note: nearly all actives have a fitted effect of over 70% in size; inactives centre near 23
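HP1-beta protein (50 nM final) preincubated 30 min at room temperature with biotinylated H3(1-18)K9me3 peptide (50 nM) in PBS pH 7.4, 0.01% Tween-20, then compound added for 30 min. AlphaScreen streptavidin donor/nickel chelate acceptor beads (10 ug/mL final), 30 min dark, luminescence read.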
Pol iota inh: inhibitors of human DNA polymerase iota; Q9UNA4; Pol iota fluorescent replication assay, 10 min; Potency, µM (doses to about 115 µM), inactives show at the highest dose activity, negative = inhibition, most hits filed as inhibitors; actives 1% (n = 390,000)
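Pol iota at 10 nM preincubated 15 min with compounds at room temperature; reaction started with fluorescent substrate, 50 nM final. Fluorescence read kinetically at 0 and 10 min; buffer-only wells as negative control.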
G9a inh: blocks human histone lysine methyltransferase G9a; G9a H3K9 monomethylation, AlphaScreen, 2 h; Potency, µM (series often up to 102 µM), for inactives: at the top dose activity, negative = inhibition, actives largely listed as inhibitors; actives 8.8% (n = 350,000); AID 504332; note: % is set by controls: 0 for no effect and ±100 for the full control effect; nearly all actives have a fitted effect of over 75% in size
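G9a (20 nM) was preincubated 15 min with compound, then reacted 2 h at room temperature with 500 nM biotin-H3K9 peptide and 20 µM SAM. Monomethyl-H3K9 detected by AlphaScreen using anti-H3K9me1 antibody.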
Numbers without * were called inactive; i = inactive; ? = inconclusive; / = no result given; & = joins results of further samples; [ ] = another dose, or the depositor's remark. Unless noted, calls come from the whole dose curve; as a rule, active = well fitted curve in the direction sought with a large enough effect; inconclusive = small, poorly fitted or top-dose-only effect, or another doubt; inactive = no such curve, though single readings can be large; an effect the other way counts as inactive or inconclusive. Potency is the fitted concentration of half-maximal effect. A portion of the library (hit frequency here may not be typical).

GLS inhibitor	JMJD2A Tudor	BAZ2B inh	BLM helicase inh	Pin1 inhibitor	PGK inhibitor	HP1b binding inh	Pol iota inh	G9a inh	Compound
-1%	-8%	3%	0%	39%[activator]	-4%	19%[57 µM]	27%	2%	CCN(CC)S(=O)(=O)c1ccc(C)c(NC(=O)Cn2c(=O)cnc3ccccc32)c1
5%	-8%	?	-2%	-3%	3%	34%	-2%	?	CC1(C(=O)O)Sc2[nH]c(=O)sc2C2c3ccccc3OC(=O)C21 (stereo unspecified)
-5%	-22%	?	0%	4%	4%	11%	0%	/	COc1ccccc1-c1cc(C(=O)NN)[nH]n1
1%	?	28µM*	-3%	-2%	2%	?	159%[activator]	32µM*	CSc1ccc(CN2CCN(Cc3ccc([N+](=O)[O-])cc3)CC2)cc1
3%	-10%	-38%	/	1%	-1%	11%	42%[activator]	-38%	Cc1ccc(NC(=O)C2CC(=O)N(c3ccc4c(c3)OCCO4)C2)nc1 (stereo unspecified)
8%	-4%	-13%	2%	-1%	-1%	24%	9%	33%	CC1CCN(c2ccc([N+](=O)[O-])cc2C(=O)NCC2CCCO2)CC1 (stereo unspecified)
-14%	-19%	/	/	4%	-7%	5%[57 µM]	67%[activator]	/	CC(=O)OCC(=O)C1(O)CCC2C3CC(C)C4=CC(=O)C=CC4(C)C3(F)C(O)CC21C (stereo unspecified)
22%	-17%	-21%	-3%	1%	-2%	16%	6%	3%	COc1ccc(/C(N)=N/OC(=O)Oc2ccccc2)cc1
11%	-15%	1%	-4%	3%	/	28%	21%	16%[59 µM]	Cc1ccc([N+](=O)[O-])cc1/C=N/Nc1nnnn1-c1ccccc1
5%	-11%	1%	0%	-2%	i	48%[activator]	16%	-18%	CCOCCCNC(=O)C(c1ccc(C)cc1)N1CCOCC1 (stereo unspecified)

New compounds follow:
GLS inhibitor	JMJD2A Tudor	BAZ2B inh	BLM helicase inh	Pin1 inhibitor	PGK inhibitor	HP1b binding inh	Pol iota inh	G9a inh	Compound
-7%	5%	8%	3%	0%	6%	44%[activator]	-12%	13%[59 µM]	COc1ccccc1OCC(=O)NCCC1=CCCCC1
-3%	-24%	7%	-5%	-2%	-4%	9%	55%	12%[59 µM]	COc1ccc(C(=O)CC(=O)O)c2c1C=CC(C)(C)O2
4%	-28%	-37%	-1%	12%	i	-11%	17%	?	CC(=O)Nc1ccc(S(=O)(=O)N2CCN(c3ccc([N+](=O)[O-])cc3)CC2)cc1
-6%	50µM*	-15%	-2%	-6%	-1%	?	144%[activator]	/	COc1cc(CN2CCC(C(N)=O)CC2)ccc1OCc1ccccc1
-2%	8%[11.4 µM]	-36%	-14%	?	-1%	26%	74%[activator]	?	N#C/C(=C(/O)COC(=O)c1ccccc1O)c1nc2ccccc2s1
?	79µM*	50µM*	-14%	60%[activator]	i	-22%	26%	16µM*	C/C(=N\NC(=O)c1ccc(O)cc1)c1ccc2c(c1)Nc1ccccc1S2
143%[activator]	-12%	-17%	-5%	-10%	-3%	49%[activator]	78%[activator]	0%	CC1CCCCC1NC(=O)CO/N=C/c1ccc(OC(F)F)cc1 (stereo unspecified)
-16%	-20%	5%	-4%	-10%	i	-11%	14%	10%	O=C(NC1CCCc2ccccc21)C1CCCC1 (stereo unspecified)
-15%	-35%	/	/	?	8%	-5%	23%&1%	/	O=C1[C@H](Cc2ccccc2)NCCCC[C@@H](c2ccc(Cl)cc2)N1Cc1ccccc1
-13%	-1%	-5%	-1%	-3%	-15%	15%	-12%	-55%[59 µM]	O=S(=O)(Nc1nc2ccccc2[nH]1)c1ccc(Cl)cc1

New compounds follow.
GLS inhibitor	JMJD2A Tudor	BAZ2B inh	BLM helicase inh	Pin1 inhibitor	PGK inhibitor	HP1b binding inh	Pol iota inh	G9a inh	Compound
20%	-17%	8%	-5%	10%	/	7%	10%	-2%[12.7 µM]	O=C(Cn1cnc2sc(-c3ccccc3)cc2c1=O)N1CCOCC1
14%	-18%	-8%	0%	4%	-4%	?	31%[activator]	2.8µM*	Clc1ccccc1-c1nn2c(Cn3cnc4ccccc43)nnc2s1
-4%	4%	14%	-6%	0%	-2%	20%	15%	-33%[59 µM]	Cc1cc(NC(CC(C)C)C(=O)O)nc(Cc2ccccc2)n1 (stereo unspecified)
11%	-1%	-3%	3%	8%	5%	14%	15%	?	CCN(CC)CCNc1nc(-c2ccccc2)c2c(c1C#N)CC(C)(C)OC2
7%	-4%	-1%	-7%	-5%	-2%	12%	0%	?	CC(=O)N1CCN(S(=O)(=O)c2cccc(C(=O)OCC(=O)NC(=O)c3cccn3C)c2)CC1
1%	?	?	2%	2%	-7%	15%	?	50µM*	CCc1ccc2[nH]c(=O)c(CN(CCCN3CCOCC3)C(=O)Nc3cccc(Cl)c3)cc2c1
0%	32µM*	/	/	-4%	-10%	16µM*	?	/	COc1ccc2nc3cc(Cl)ccc3c(Nc3ccc(O)c(CN4CCN(C)CC4)c3)c2c1
8%	-3%	-6%	2%	-9%	-7%	27%	1%	?	O=S(=O)(c1ccc(S(=O)(=O)N(Cc2ccco2)Cc2ccccc2Cl)cc1)N1CCCC1
-15%	-8%	-7%	-1%	15%	-2%	26%	-5%	5%[12.7 µM]	COc1ccc(Nc2nc(N)nc(CSc3nccc(C)n3)n2)cc1
-2%	54%[activator]	48%[activator]	-5%	6%	-11%	128%[activator]	6%	34%[59 µM]	Cc1ccc(-n2ncc3c(N(C)Cc4ccccc4)ncnc32)cc1

The listing continues:
GLS inhibitor	JMJD2A Tudor	BAZ2B inh	BLM helicase inh	Pin1 inhibitor	PGK inhibitor	HP1b binding inh	Pol iota inh	G9a inh	Compound
-15%	-7%	4%	-5%	?	i	29%	76%[activator]	-5%[59 µM]	N#Cc1ccccc1CSc1nc2ccsc2c(=O)n1Cc1ccccn1
4%	?	-30%	-13%	28%	-11%	6%	12%	11µM*	Cc1ccc(NC(=O)CN(C)S(=O)(=O)c2ccc3[nH]c4c(c3c2)CCCC4)c(Cl)c1
?	-20%	-2%	-3%	-2%	-7%	10%	137%[activator]	9%	CNc1c(NS(=O)(=O)c2ccc(Br)cc2)c(=O)oc2ccccc12
-8%	-31%	/	/	-4%	1%	17%	5%	/	CCOC(=O)[C@@H]1[C@H]2COc3ccc(Br)cc3[C@@H]2N2C(=O)N(c3ccc(F)cc3)C(=O)[C@@]12C
1%	-8%	-20%	-2%	12%	i	19%	30%[activator]	45µM*	CCc1nnc(NC(=O)Cc2c[nH]c3ccccc23)s1
1%	5%	/	-1%	-1%	-7%	40%[activator]	52%[activator]	-8%	CCCCNC(=O)C1CC(=O)N(CCc2ccccc2)C1 (stereo unspecified)
/	-4%	-2%	-2%	-11%	-3%	36%[activator]	28%	-42%[12.7 µM]	CCCCNC(=O)Nc1cc(C(F)(F)F)c[nH]c1=O
-4%	-2%	0%	-6%	0%	-2%	31%	10%	-9%	CCN1CCN(CCCNC(=O)CCCn2nc(C)c3sc4ccccc4c3c2=O)CC1
-5%	5%	-3%	-3%	-3%	-2%	34%	9%	-32%[59 µM]	COc1ccc(NC(=O)Cn2c(SCc3ccc(F)cc3)nc3cccnc32)cc1OC
1%	-21%	10%	-2%	-3%	-5%	45%[activator]	3%	7%	Cc1oc(-c2cccc(Cl)c2)nc1CN1CCC(C(=O)NCCCN2CCCC2=O)CC1

The list goes on.
GLS inhibitor	JMJD2A Tudor	BAZ2B inh	BLM helicase inh	Pin1 inhibitor	PGK inhibitor	HP1b binding inh	Pol iota inh	G9a inh	Compound
27%	-10%	-19%	0%	-1%	3%	25%	13%	11%	COc1ccc(CCNC(=S)NNC(=O)c2c(Br)c(C)nn2C)cc1OC
10%	-2%	-11%	1%	-3%	6%	32%[activator]	7%	-3%	COC(=O)C1=C(CS(=O)(=O)c2ccccc2)NC(=O)NC1c1ccc(OC)c(OC)c1 (stereo unspecified)
1%	-4%	/	/	-9%	-2%	39%	12%	/	Cc1ccc(S(=O)(=O)NC2(C(=O)O)CCCC2)cc1
0%	20%	-3%	-3%	0%	-7%	51%[activator]	-13%	1%	N#CCc1nn(Cc2ccc(F)cc2)c(=O)c2ccccc12
6%	-9%	6%	-3%	-3%	-6%	13%	11%	17%[59 µM]	N#Cc1ccccc1NC(=O)COC(=O)c1ccc2c(c1)OCCO2
-1%	-9%	1%	1%	4%	-9%	55%[activator]	33%[activator]	-11%	COc1c(Cl)cc(-c2noc(C)c2C(=O)NC(C)C)cc1Cl
1%	-10%	5%	-5%	8%	-3%	16%	-6%	15%[59 µM]	CCOC(=O)C1CN(S(=O)(=O)c2ccc(C)cc2)CCN1S(=O)(=O)c1ccc(C)cc1 (stereo unspecified)
17%	-16%	-5%	-7%	1%	-4%	7%	69%[activator]	/	COc1ccc(/C=C/C(=O)OCCCN(C)C)cc1
0%	-30%	3%	-5%	2%	4%	10%	165%[activator]	-3%	CC(C)CNc1nc(N)c([N+](=O)[O-])c(NCc2ccccc2)n1
-6%&-2%	9%&-19%	16%&0%	-5%&-6%	6%&11%	-1%	36%&7%	177%&17%[activator]	8%	CCC1CN(C(=O)NCc2ccc(F)cc2)c2ccccc2O1 (stereo unspecified)
4%	-25%	3%	4%	-6%	i	-5%	-23%	-3%	CC12C(=O)N(c3ccccn3)C(=O)C1C1C=CC2C1 (stereo unspecified)
-21%	-19%	/	/	-12%	-2%	22%	?	/	CC(NC(=O)COC(=O)c1ccc([N+](=O)[O-])o1)c1ccccc1 (stereo unspecified)

Limited to Pin1 inhibitor, G9a inh and Pol iota inh (four entries from above):
Structure | Pin1 inhibitor | G9a inh | Pol iota inh
N#CCc1nn(Cc2ccc(F)cc2)c(=O)c2ccccc12 | 0% | 1% | -13%
CC12C(=O)N(c3ccccn3)C(=O)C1C1C=CC2C1 (stereo unspecified) | -6% | -3% | -23%
N#Cc1ccccc1NC(=O)COC(=O)c1ccc2c(c1)OCCO2 | -3% | 17%[59 µM] | 11%
CCOC(=O)C1CN(S(=O)(=O)c2ccc(C)cc2)CCN1S(=O)(=O)c1ccc(C)cc1 (stereo unspecified) | 8% | 15%[59 µM] | -6%

Source: PubChem
